Compound activity: PubChem BioAssay, National Center for Advancing Translational Sciences (NCATS)
GLP1R inv ag = inverse agonists of human GLP-1 receptor; HEK293 GLP-1R CRE-luciferase, luminescence, 24 h; GLP-1R form is constitutively active; Potency, µM (titrated, usually from 38.3 µM), inactives show top-dose activity change, negative = inhibition, most hits filed as inhibitors; 410,000 tested, 1.6% active; AID 624417; further: on the % scale 0 is the no-effect control and ±100 the full control effect; nearly all actives have a fitted effect of over 55% in size
Target sequence (P43220 whole entry, looked up): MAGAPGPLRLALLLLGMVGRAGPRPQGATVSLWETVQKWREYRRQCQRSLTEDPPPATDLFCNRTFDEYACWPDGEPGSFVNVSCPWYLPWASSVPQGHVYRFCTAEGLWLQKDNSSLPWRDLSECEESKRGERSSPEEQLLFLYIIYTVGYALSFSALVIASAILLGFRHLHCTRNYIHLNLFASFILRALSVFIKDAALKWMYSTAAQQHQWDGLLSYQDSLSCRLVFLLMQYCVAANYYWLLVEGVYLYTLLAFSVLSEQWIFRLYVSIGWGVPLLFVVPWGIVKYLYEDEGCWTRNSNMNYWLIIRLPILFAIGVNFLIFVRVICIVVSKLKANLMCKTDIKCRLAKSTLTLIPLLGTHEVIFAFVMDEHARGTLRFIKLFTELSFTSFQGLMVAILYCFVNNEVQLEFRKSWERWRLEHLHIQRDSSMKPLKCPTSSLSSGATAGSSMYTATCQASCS
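Readout was luciferase luminescence, measured 12 min after detection reagent at room temperature. Beforehand, GLP-1R reporter HEK293 cells had sat 12 h, then received compounds for 24 hr at 37 deg C.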
HEK293 tox = cytotoxicity in counter-screen for GLP-1R inverse agonists; HEK293 cAMP-luciferase reporter cells, luminescence, 24 h; AID 624418; 410,000 tested, 0.13% active; Potency, µM (series often up to 38.3 µM), without a hit: at the highest dose activity change, negative = inhibition, actives largely listed as inhibitors;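 further: loss of luciferase light is scored as toxicity; on the % scale 0 is the no-effect control and ±100 the full control effect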
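Cells in DMEM/10% Nu serum/1% pen-strep, 1536-well format. Pre-incubated 12 h, dosed with 23 nL compound, incubated a further 24 h. Luciferase detection, 12 min at room temp, luminescence.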
TDP43 rescue = TDP-43 toxicity inhibition in yeast | Potency, µM (doses to about 46.1 µM), for the others: at the top dose growth rescue (activation), actives largely listed as activators | TDP-43 expressing yeast growth rescue, BacTiter-Glo, 24 h | 410,000 tested, 1.8% active; further: % of control where 0% means no effect; nearly all actives have a fitted effect of over 50% in size
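In this qHTS, compounds that restore growth of yeast expressing TDP-43 appear as activators. Cells (OD600=0.02, galactose medium, raffinose-pregrown) are incubated with compound 24 hr at 30 deg C and growth is quantified by BacTiter-Glo.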
HT1080-NT tox = kills 2HG-producing HT-1080-NT fibrosarcoma cells. HT-1080-NT fibrosarcoma viability, CellTiter-Glo ATP luminescence, 48 h. Potency, µM (series often up to 46.1 µM), for the others: top-dose activity, negative = less viability, actives largely listed as cytotoxic. 360,000 tested, 1.6% active. AID 686970;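 further: NT is the 2HG producing partner of a matched IDH1 knockdown line; 0% = DMSO-treated cells and -100% = media-only wells without cells; nearly all actives have a fitted effect of over 55% in size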
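Fibrosarcoma NT cells, 750 per well in 5% FBS RPMI, were exposed to compound for 48 hours. Viability: CellTiter-Glo luminescence.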
GLP1R ag = agonists of human GLP-1 receptor; 380,000 tested, 0.007% active; Potency, µM (series often up to 45.6 µM), for the others: top-dose activation, hits mostly activators; P43220; HEK293 GLP-1R CRE-luciferase, luminescence, 4-6 h; cells express a hypersensitive GLP-1R form; further: % of control where 0% means no effect
SW480 rerep = inducers of DNA re-replication in SW480 colon cancer cells; SW480 DNA re-replication, Hoechst DNA content imaging, 48 h; 340,000 tested, 1.8% active; Potency, µM (highest dose often 46.1 µM), without a hit: at the top dose re-replication activation, usual class: activators; AID 624297; further: % of control where 0% means no effect; nearly all actives have a fitted effect of over 55% in size
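SW480 cells exposed to compounds for 48 hr at 37 C, 5% CO2, then Hoechst-stained 40 min. Nuclear DNA content imaged by fluorescence scanning (405 nm excitation, 500-530 nm emission); re-replication scored as increased high-intensity nuclei.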
KB-3-1 cytotox = KB-3-1 parental cell cytotoxicity. 400,000 tested, 1.4% active. Potency, µM (series often up to 46.1 µM), without a hit: at the top dose activity change, negative = cytotoxic, actives largely listed as cytotoxic. KB-3-1 viability, CellTiter-Glo ATP luminescence, 72 h; further: on the % scale 0 is the no-effect control and ±100 the full control effect; nearly all actives have a fitted effect of over 60% in size
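Luminescent ATP read-out (CellTiter-Glo) measures survival of drug-naive KB-3-1 cells after 72 h compound exposure at 37 °C. Titration series was screened from lowest to highest concentration, with DMSO vehicle plates as background controls.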
KB-V1 cytotox = KB-V1 MDR subline cytotoxicity | KB-V1 MDR cells viability, CellTiter-Glo, 72 h | Potency, µM (highest dose often 46.1 µM), for inactives: top-dose activity change, negative = cytotoxicity, most hits filed as cytotoxic | 400,000 tested, 3.4% active | AID 1347076; further: on the % scale 0 is the no-effect control and ±100 the full control effect; nearly all actives have a fitted effect of over 60% in size
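KB-V1 MDR subline cells in DMEM (phenol-red free, 10% FBS) exposed to compounds in qHTS concentration series for 72 h at 37 degrees C. Viability read by CellTiter-Glo luminescence; concentration-effect curves fitted after normalization and correction.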
HT1080 IDH1KD tx = toxicity to HT-1080 IDH1 knockdown cells (counter line) | 360,000 tested, 2% active | HT-1080 IDH1 knockdown viability, ATP luminescence, 48 h | Potency, µM (series often up to 46.1 µM), inactives show at the top dose activity, negative = toxicity, usual class: cytotoxic;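 further: 0% = DMSO wells and -100% = cell-free medium wells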
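In this qHTS, HT-1080 cells depleted of IDH1 are exposed for 48 h at 37 °C to compound titrations. Toxicity is scored from CellTiter-Glo luminescence, with DMSO as full viability and medium alone as none.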
Active calls of the source: *; ? = inconclusive; nt = no result given; & = joins results of further samples; [ ] = dose if it differs, or a comment. The call rests on the fitted dose curve; in most records, active means well fitted curve in the direction sought with a large enough effect; inconclusive means small, poorly fitted or top-dose-only effect, or another doubt; inactive means no such curve, though single readings can be large; an effect the other way counts as inactive or inconclusive. Potency means the concentration at half of the fitted maximal effect.

SMILES	GLP1R inv ag	HEK293 tox	TDP43 rescue	HT1080-NT tox	GLP1R ag	SW480 rerep	KB-3-1 cytotox	KB-V1 cytotox	HT1080 IDH1KD tx
COc1cccc(NC(=O)CN(C)C(=O)c2ccc(OCC3CCCO3)cc2)c1 (stereo not given)	1%	-1%	18%	-2%	4%	-2%	3%	-27%	-16%
O=C(N/N=C/C(Br)=C/c1ccccc1)c1ccccc1[N+](=O)[O-]	-26%	-10%	?	-3%	16%	?	12%	-3%	-1%
COc1ccc(C2=CC3=C(Br)C(=O)C(C)(O)C(=O)C3=CO2)cc1 (stereo not given)	-5%	-2%	?	3%	-5%	-5%	10%	3%	4%
CCCCC(=O)Oc1c(S(=O)(=O)c2ccccc2)c(C)nn1C(C)(C)C	?	?	14%	?	6%	-1%	9%	0%	?
Cc1cc(NC(=O)c2ccc(Cl)cc2)n(CCC#N)n1	4%	-5%	-4%	3%	12%	-10%	-13%	2%	4%
NC1=NC(=O)/C(=C\c2ccco2)S1	12%	-5%	4%	1%	1%	-9%	3%	25%	1%
COC(=O)[C@H](Cc1ccccc1)NC(=O)N1CCCCC1	9%	14%	1%	8%	5%	1%	7%	15%	18%
CCc1ccc(C2C3=C(CC(C)(C)CC3=O)OC3=C2C(=O)CC(C)(C)C3)cc1	4%	-1%	-6%	3%	3%	-2%	-14%	?	1%
O=C(CCNC(=O)c1ccccc1Cl)OCC(=O)c1ccccc1	3%	-5%	11%	13%	4%	-15%	0%	19%	9%
COc1cc(OC)cc(C(=O)NCC(=O)N2CCN(S(=O)(=O)c3ccccc3F)CC2)c1	-20%	-35%	11%	2%	0%	-2%	-6%	4%	2%
CCn1ncc(CNC(=O)C2(C)CC2(Br)Br)c1C (stereo not given)	19%	7%	3%	22%	-1%	-3%	-8%	29%	16%
COc1cc(CN(C)Cc2cc(=O)oc3cc(C)c(Cl)cc23)ccc1OC(F)F	-12%	8%	19%	-20%	26%	-1%	-13%	-23%	-12%
Cc1cc(NC(=O)CSc2ccccc2)no1	10%	-3%	-9%	-6%	1%	-13%	-2%	-3%	-2%
CCOc1ccc(-n2c(C)c(C(C)=O)c(C(C)=O)c2C)cc1	-17%	2%	20%	-1%	-6%	-7%	3%	-2%	0%
COc1ccc(N2CCN(C(=O)C3(S(=O)(=O)c4ccc(C)cc4)CC3)CC2)cc1	26%	-3%	-15%	29%	2%	-13%	-8%	4%	13%
O=C(NC1CCCCC1)N1CCN(c2ncccn2)CC1	5%	0%	-27%	16%	-1%	0%	9%	2%	-2%
O=C(CSc1ccccn1)Nc1ccc(N2CCOCC2)cc1	2%[7.66 µM]	-1%[7.66 µM]	14%	0%	0%	-4%	-2%	-21%	5%
COc1ccc(OC)c(NC(=O)CSc2nc(-c3ccccc3C)nc3cc(=O)[nH]n23)c1	2%	7%	6%	nt	nt	nt	6%	?	nt
O=[N+]([O-])c1ccc(-c2nc(NCc3ccccc3)c3ccccc3n2)cc1	-4%	-12%	0%	11%	3%	-7%	0%	-1%	11%
CC(C)C[C@H](NC(=O)Nc1ccc2c(c1)OCCO2)C(=O)O	-11%	-19%	15%	1%	3%	-2%	1%	-3%	8%

A few values from the list.
TDP43 rescue with CCCCC(=O)Oc1c(S(=O)(=O)c2ccccc2)c(C)nn1C(C)(C)C : 14%
SW480 rerep with Cc1cc(NC(=O)c2ccc(Cl)cc2)n(CCC#N)n1 : -10%
KB-3-1 cytotox with COc1ccc(OC)c(NC(=O)CSc2nc(-c3ccccc3C)nc3cc(=O)[nH]n23)c1 : 6%

Some entries already given, showing only SW480 rerep:
smiles	SW480 rerep
COc1cc(OC)cc(C(=O)NCC(=O)N2CCN(S(=O)(=O)c3ccccc3F)CC2)c1	-2%
CC(C)C[C@H](NC(=O)Nc1ccc2c(c1)OCCO2)C(=O)O	-2%
COc1ccc(N2CCN(C(=O)C3(S(=O)(=O)c4ccc(C)cc4)CC3)CC2)cc1	-13%

Next part
SMILES	GLP1R inv ag	HEK293 tox	TDP43 rescue	HT1080-NT tox	GLP1R ag	SW480 rerep	KB-3-1 cytotox	KB-V1 cytotox	HT1080 IDH1KD tx
COc1cccc(-c2nc(CS(=O)(=O)CC(=O)Nc3ccccc3Br)c(C)o2)c1	?	-10%	-10%	-1%	21%	-1%	-28%	-12%	-1%
COc1ccc(/C=C2\C(=O)N(Cc3ccc(F)cc3)CC(=O)N2Cc2ccccc2)cc1	?	-8%	28%	-20%	-11%	?	-31%	-21%	-23%
O=C(N/N=C/c1ccccc1F)c1cccc2ccccc12	-13%	3%	9%	2%	-1%	0%	-1%	-4%	6%
CCOc1ccc(-c2cn3ccccc3n2)cc1	?	-8%	-52%[inhibitor]	?	-3%	10%	?	?	?
COc1cc2c(cc1OC)C(C)N(C(=S)NC(=O)c1ccccc1)CC2 (stereo not given)	1%	-30%	0%	-24%	5%	-8%	-19%	0%	-8%
C=C1C(=O)OCC2C(C(=O)O)=CC3C(C)C(C)=CC123 (stereo not given)	?	8%	15%	-11%	-2%	nt	?	?	?
CCOc1ccc(N2C(=O)NC(Cc3c[nH]c4ccccc34)C2=O)cc1 (stereo not given)	-26%	-1%	3%	3%	2%	-1%	-2%	2%	1%
CCCCc1ccc(NC(=O)CSc2nc(=O)n(CCN(CC)CC)c3c2CCCC3)cc1	?	-1%	-1%	?	-6%	?	?	26µM*	?
O=C(Cc1ncc(C(F)(F)F)cc1Cl)NCc1ccco1	9%	11%	-20%[0.397 µM]	15%	9%	-2%	0%	22%	22%
COc1ccc(/C=C2\Oc3cc(OCC(=O)N4CC(O)C[C@H]4C(=O)O)ccc3C2=O)cc1OC (stereo not given in full)	?	1%	-6%	3%	0%	-1%	0%	?	-2%
CC(=O)OCC1(O)CC23CCC4c5ccoc5CCC4(C)C2CCC1C3 (stereo not given)	-5%	6%	18µM*	-20%	-2%	?	0%	-3%	?
COc1ccc(CC(=O)O/N=C(\N)c2ccc(Br)cc2)cc1OC	0%	1%	?	?	?	-13%	?	-11%	?
Cc1ccc(CSc2nc3ccsc3c(=O)n2Cc2ccccn2)cc1	-1%	32%[activator]	35µM*	1%	28%	9%	-7%	?	-10%
CCN(CC)CCCN=Cc1c(O)n(-c2ccccc2C)c(=O)c2ccccc12	?	111%[activator]	11%	2%	-1%	-3%	-2%	-5%	-2%
COc1ccc(C(=O)Cc2nnc(C)s2)c(OC)c1	-2%	-16%	13%	8%	-17%	-7%	1%	-8%	14%
CCCCn1c(N)c(N(CC)C(=O)CCNC(=O)c2ccc(Cl)cc2)c(=O)[nH]c1=O	7%	7%	15%	2%	0%	-4%	2%	1%	19%
Cc1cc(C)c(S(=O)(=O)c2ccccc2)c(=O)[nH]1	16%	6%	-1%	3%	8%	3%	12%	-2%	5%
COc1ccc([N+](=O)[O-])cc1NC(=O)Cn1ccsc1=N	-14%	?	-3%	0%	-3%	-48%[inhibitor]	1%	-3%	-9%
CCOc1cc(CNS(=O)(=O)c2ccc3c(c2)CC(=O)N3C)cc(OCC)c1OCC	12%&12%	-8%&18%	-3%&7%	-1%	1%	?	14%&-25%	-4%&3%	7%
O=C(CSc1ccccc1Cl)N1CCC(c2nc3ccccc3s2)CC1	?	-17%	?	-16%	-2%	-2%	3%	?	-18%
Cn1c(C(=O)NCC2CCCO2)cc2c(=O)n(C)c3ccccc3c21 (stereo not given)	62%[activator]	0%	0%	15%	0%	0%	-1%	-20%	10%
CCC1(c2ccc(F)cc2)NC(=O)N(CC(=O)Nc2cccc(S(=O)(=O)N3CCCCC3)c2)C1=O (stereo not given)	?	-14%	25%	-4%	-4%	2%	?	-24%	-5%
NC(CO)C(=O)NNCc1ccc(O)c(O)c1O (stereo not given)	-12%	0%	8%	12%	6%	?	?	12%	-2%
C=CCn1c(=O)c(C#N)cc2c(=O)n3ccccc3nc21	33%	nt	-10%	6%	-13%	1%[9.22 µM]	2%	9%	-1%
COc1ccc(C)cc1NCc1cc(=O)oc2cc(-c3ccccc3)c(O)cc12	?	?	17%	?	-19%	-3%	-8%	-2%	?
Fc1ccc(/C=N/NC(=S)Nc2ccc(Cl)cc2Cl)cc1	?	0%	-22%	?	1%	?	5.2µM*	?	?
O=C1COc2ccc(S(=O)(=O)NCCc3ccc(Cl)cc3)cc2N1	?	-7%	-11%	-5%	4%	-5%	-18%	-19%	-13%

Whole records, quoted from the list. Order of values: GLP1R inv ag, HEK293 tox, TDP43 rescue, HT1080-NT tox, GLP1R ag, SW480 rerep, KB-3-1 cytotox, KB-V1 cytotox, HT1080 IDH1KD tx
COc1ccc(C)cc1NCc1cc(=O)oc2cc(-c3ccccc3)c(O)cc12 as listed: ?, ?, 17%, ?, -19%, -3%, -8%, -2%, ?
NC(CO)C(=O)NNCc1ccc(O)c(O)c1O (stereo not given) as listed: -12%, 0%, 8%, 12%, 6%, ?, ?, 12%, -2%
O=C1COc2ccc(S(=O)(=O)NCCc3ccc(Cl)cc3)cc2N1 as listed: ?, -7%, -11%, -5%, 4%, -5%, -18%, -19%, -13%
